# Assay outcomes (PubChem BioAssay)
# 697 NFkB inh: inhibitors of the PMA/ionomycin-induced NF-kB reporter in 697 B cells. inhibition, % at 4 µM. 697 B-cell NF-kB luciferase reporter, 16 h. actives 0.33% (n = 330,000); in the data active = inhibition above about 35%
# CXCR6 block: CXCR6 (human) receptor inhibition; O00574; CHO-K1 PathHunter CXCR6 beta-arrestin, luminescence; inhibition, % at 20 µM; actives 0.36% (n = 360,000); AID 602244; in the data active = inhibition above about 34%, passing the limit was not always enough;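 note: antagonist mode with CXCL16 agonist at 10 nM final; 0% = 10 nM CXCL16 with DMSO and 100% = unstimulated wells without agonist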
# Target sequence (O00574 whole entry, looked up): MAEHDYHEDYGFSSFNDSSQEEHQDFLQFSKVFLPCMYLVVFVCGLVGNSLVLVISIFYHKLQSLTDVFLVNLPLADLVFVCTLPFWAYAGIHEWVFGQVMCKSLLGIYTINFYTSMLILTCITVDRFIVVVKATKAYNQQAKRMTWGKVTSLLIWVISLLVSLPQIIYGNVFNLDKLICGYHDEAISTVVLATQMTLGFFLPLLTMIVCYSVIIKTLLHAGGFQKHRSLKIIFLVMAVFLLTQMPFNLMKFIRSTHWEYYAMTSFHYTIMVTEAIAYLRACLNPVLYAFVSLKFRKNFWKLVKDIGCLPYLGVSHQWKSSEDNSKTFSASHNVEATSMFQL
# UPR XBP1 act: activators of adaptive arm of unfolded protein response (XBP1); CHO-XBP1 luciferase reporter, IRE1-XBP1 UPR activation, luminescence; percent of tunicamycin response, DMSO as zero; activation, % at 20 µM; actives 0.33% (n = 330,000);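 active = versus positive control, 20 µM dose yields 30% or more activation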;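 note: 100% = tunicamycin at 10 µg/mL and 0% = DMSO only wells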
#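 incubation = overnight seeding at 37 °C, 6 h compound treatment at 37 °C | assay system = CHO-XBP1 cells stably carrying IRE1-XBP1-driven luciferase reporter | input = 1000 cells per well | detection = luciferase luminescence | dosing = single point, 20 µM final compound, 1% DMSO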
# Gli-Sufu block: Gli-Sufu pathway antagonism; Sufu-KO-LIGHT fibroblasts, Gli luciferase reporter luminescence; inhibition, % at 5 µM; actives 0.74% (n = 340,000); AID 588413;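 active = inhibition above about 55%, limit read from the data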;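 note: 0% = DMSO-treated cells and 100% = wells with medium but no cells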
# Jurkat NFkB inh: inhibitors of the PMA/ionomycin-induced NF-kB reporter in Jurkat cells; actives 0.53% (n = 330,000); AID 435003; PMA/ionomycin-induced NF-kB luciferase reporter, luminescence; inhibition, % at 4 µM; in the data active = inhibition above about 50%
# UPR CHOP act: apoptotic UPR (CHOP) activation | CHO-CHOP luciferase reporter, luminescence; percent of tunicamycin response over DMSO baseline | activation, % at 10 µM | actives 0.34% (n = 330,000) | AID 449763;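 active = at 10 µM dose, activation of 40% or more, normalized to positive control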;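 note: 100% = tunicamycin at 10 µg/mL and 0% = DMSO alone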
#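 Assay system: CHO-CHOP cells, stable luciferase reporter of PERK-eIF2a-CHOP signalling / Buffer or medium: F12 plus 10% serum / Compound dosing: one dose, 10 µM in 0.5% DMSO / Times: 6 h compound treatment, 37 °C / Technique: luciferase luminescence / Read-out: % reporter activation, DMSO baseline versus tunicamycin full activation / Benchmarks: tunicamycin and DMSO controls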
# Mdm2 MdmX PPI: inhibitors of human Mdm2/MdmX interaction | SaOS-2 split-luciferase Mdm2/MdmX complementation, luminescence | actives 3% (n = 330,000) | inhibition, % at 8 µM | O15151+Q00987 | AID 485346;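 active = inhibition of at least 50% at 8 µM in the primary screen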
# CCR6 antagonist: blocks CCL20-driven beta-arrestin recruitment at human CCR6. actives 0.49% (n = 340,000). CHO-K1 CCR6 PathHunter beta-arrestin, luminescence, CCL20-stimulated. P51684. inhibition, % at 20 µM;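 active = compounds whose inhibition of the agonist-driven luminescence signal at 20 µM reaches about 50%, limit read from the data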;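 note: cells stimulated with CCL20 at 14 nM final; plate controls were DMSO with CCL20 for no effect and DMSO without agonist for full effect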
# EBI2 block: EBI2 (human) antagonism. EBI2 beta-arrestin recruitment, luminescence, 7a,25-OHC stimulated. P32249. actives 0.81% (n = 360,000). inhibition, % at 5 µM; in the data active = inhibition above about 38%;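 note: enzyme fragment complementation signal reports receptor beta-arrestin coupling in cells; 0% = agonist plus DMSO wells and 100% = wells without agonist; some results beyond the cut were filed as inactive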
# Target sequence (P32249 whole entry, looked up, the tested form may be a part): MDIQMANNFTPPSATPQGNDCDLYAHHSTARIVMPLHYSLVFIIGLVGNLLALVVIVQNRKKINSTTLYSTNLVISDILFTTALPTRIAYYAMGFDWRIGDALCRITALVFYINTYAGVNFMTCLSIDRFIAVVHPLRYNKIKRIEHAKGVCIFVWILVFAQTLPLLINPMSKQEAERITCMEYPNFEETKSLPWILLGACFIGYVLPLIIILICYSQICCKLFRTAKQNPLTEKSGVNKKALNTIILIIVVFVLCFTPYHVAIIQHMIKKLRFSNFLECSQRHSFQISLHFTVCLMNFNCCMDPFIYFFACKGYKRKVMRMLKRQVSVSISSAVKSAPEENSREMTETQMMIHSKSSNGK
# Active calls of the source: *; / = no result given.
SMILES,697 NFkB inh,CXCR6 block,UPR XBP1 act,Gli-Sufu block,Jurkat NFkB inh,UPR CHOP act,Mdm2 MdmX PPI,CCR6 antagonist,EBI2 block
CCS(=O)(=O)N1CCC2(CC1)OCCN2S(=O)(=O)c1ccc(OC)cc1,-3.2,-0.4,-4.5,-5.4,4.5,0.3,10.2,12.3,-5.3
CC1CCC(NC(=O)c2ccc3c(c2)S(=O)(=O)c2ccccc2C3=O)CC1 (configuration not stated),12.7,-8.7,10.6,-4.9,-4.6,-0.7,22.4,7.1,3.2
CCCCCn1c(=N)c(S(=O)(=O)c2ccc(Cl)cc2)cc2c(=O)n3cccc(C)c3nc21,1.6,-3.0,4.2,-0.6,-11.9,15.1,33.0,6.7,40.9
CCC(=O)N[C@@H]1CC(C(C)(C)NC(=O)CC)CC=C1C (some centres not stated),9.1,-2.6,-0.4,-4.4,-2.5,2.1,7.4,6.8,-24.8
CCOC(=O)c1c(NC(=O)C2CCCO2)sc(C(N)=O)c1C (configuration not stated),-15.0,0.2,-1.8,-8.3,6.3,-0.3,-9.4,3.3,-8.1
CN1C[C@@H]2[C@@H]3C(=O)N(Cc4ccccc4)C(=O)[C@@H]3[C@](C)(C1=O)N2C(=O)c1ccc(C(F)(F)F)cc1,/,6.8,/,2.2,/,/,/,-2.1,-0.5
CCOC(=O)c1c(C)oc2c1c(C(c1ccncc1)N1CCOCC1)c(O)c1ccccc12 (configuration not stated),-0.2,/,2.8,-9.1,-45.8,5.6,-109.1,-4.7,/
CC(NC(=O)c1ccc(Br)o1)c1ccccc1 (configuration not stated),9.6,-3.0,0.7,41.2,12.5,1.3,-4.2,3.7,-1.5
CN1/C(=C/C=C(C#N)C#N)C=Cc2ccccc21,3.5,17.1,-0.7,-5.3,-4.0,2.4,32.3,28.4,5.5
CCC(=O)Nc1sc(Cc2ccc3c(c2)OCO3)c(C)c1C(N)=O,-6.9,-1.2,1.1,-2.4,2.5,-0.3,4.4,10.3,6.9
CCCCNC(=O)CSc1nc(N)c(C(=O)Nc2ccc(OC)cc2)s1,-2.9,0.5,3.7,-12.3,-3.2,-0.9,5.0,1.1,23.3
Cc1cccc(C(=O)OCC(=O)c2ccc3c(c2)OCO3)c1O,-41.7,0.6,-5.2,-110.9,-100.1,0.2,-141.1,4.4,3.8
O=C(NCc1ccccc1)C1CC(=O)N(c2ccc(OCC(=O)N3CCCC3)cc2)C1 (configuration not stated),13.3,-17.5,-0.6,-0.8,0.2,-2.0,1.1,-16.3,-17.5
CN1CCN(C(CNC(=O)c2ccc(Br)o2)c2ccc(F)cc2)CC1 (configuration not stated),-13.2,-19.9,-0.5,7.3,-4.9,-0.1,9.2,-0.4,-11.3
COc1ccccc1/C=C/C(=O)OCC(=O)NCc1ccc2c(c1)OCO2,-5.0,-3.8,-2.6,-23.5,-21.4,2.9,-0.7,6.6,1.1
Cc1ccccc1C(=O)Nc1c(C(=O)N2CCN(C)CC2)cnn1-c1ccccc1,-8.0,-1.9,-2.9,-10.9,-2.2,1.3,16.7,0.8,-6.9
CCCCOC(=O)c1ccc(NC(=O)C(=O)NCc2ccccn2)cc1,-5.7,2.0,-1.8,-8.7,20.2,0.8,11.2,3.1,11.2
COc1ccc(NC(=S)NCC2CCN(c3ccc(OC)cc3)C2)cc1 (configuration not stated),0.8,4.0,-1.9,14.0,12.7,1.0,9.6,5.4,18.9
Cc1cc(N2CCN(C)CC2)nc2ccc(NC(=S)NCCN3CCc4ccccc4C3)cc12,9.3,20.8,1.0,15.5,-18.7,0.2,22.7,29.9,10.3
CCOc1ccc(C(=O)NC(C)CCc2ccccc2)cc1 (configuration not stated),0.5,-0.7,-2.2,21.2,-16.3,1.0,6.4,16.7,-3.6
O=C(COC(=O)C1(c2ccc(F)cc2)CCCC1)N1CCNC1=O,19.4,-1.2,-3.7,-1.6,-8.4,0.1,1.7,14.9,3.1
C=C(C)c1cccc(C(C)(C)NC(=O)NCCCN2CCCC2=O)c1,-0.8,1.0,-0.1,1.1,6.1,-2.1,-8.4,10.8,-2.4
CCCn1nnnc1NCc1ccc(C(C)C)cc1,0.0,1.9,0.4,22.4,-0.4,-0.1,5.5,9.3,-8.6
CCOC(=O)c1ccc(NC(=O)CN(Cc2ccc(Cl)cc2)S(C)(=O)=O)cc1,15.3,-1.0,-2.7,0.7,3.2,-1.9,-35.7,11.7,6.4
O=C(NC(=S)NN1CCCCC1c1cccnc1)c1ccc(Br)cc1 (configuration not stated),-0.9,7.8,-2.7,3.6,-4.8,3.3,11.4,14.2,-1.6

# (further entries)
SMILES,697 NFkB inh,CXCR6 block,UPR XBP1 act,Gli-Sufu block,Jurkat NFkB inh,UPR CHOP act,Mdm2 MdmX PPI,CCR6 antagonist,EBI2 block
CN(C)C(=O)c1nc2ccc(Cl)cn2c1CN1CCCC(OCc2cccnc2)C1 (configuration not stated),-27.4,2.5,-1.9,1.2,-2.6,-0.6,-1.0,3.7,-1.1
Cc1ccc(S(=O)(=O)N2CCN(CC(=O)N/N=C/C=C/c3ccccc3)CC2)cc1,-43.9,-1.0,1.1,12.4,7.2,3.6,-5.1,-4.8,42.6*
Oc1ccc2ccccc2c1N=Nc1ccccn1,-8.5,40.6*,-4.1,54.9,62.0*,48.3*,63.4*,63.4*,28.8
CSc1ccc(OC2CCCCC2NS(=O)(=O)c2ccccc2)cc1 (configuration not stated),-0.9,-4.8,-0.8,-5.1,-19.9,-3.0,12.2,1.2,-10.3
CC(C)(C)c1csc(NC(=O)c2cccnc2)n1,-4.7,-14.5,1.1,-7.8,5.4,4.3,-28.8,-3.3,2.9
O=C1c2ccccc2NC(c2ccco2)N1O (configuration not stated),12.7,-5.5,-2.5,7.7,3.1,1.2,0.5,8.1,15.4
O=C(COC(=O)C1CC1)Nc1ccc(OC(F)F)cc1,21.6,5.9,-1.8,5.8,7.3,2.4,19.5,7.0,-9.6
CCC(C)NC(=O)C1CCN(c2nc(OC)nc(OC)n2)CC1 (configuration not stated),5.7,-3.2,4.6,-0.5,10.1,2.4,27.1,21.3,-8.2
CCOC(=O)c1c(NC(=O)CSc2nc3nc(C)cc(C)n3n2)sc(CC)c1C,-16.2,-4.8,-0.7,13.6,7.3,-3.1,8.6,11.6,11.0
COc1ccc(NC(=O)CCS(=O)(=O)c2cc3c(cc2C)NC(=O)CO3)cc1,-1.0,0.5,-4.0,-29.3,-0.4,-1.4,10.0,-3.1,6.1
COc1ccc(C)cc1S(=O)(=O)N1CC(C)OC(C)C1 (configuration not stated),25.9,1.0,-0.4,6.6,-2.7,0.6,-1.2,5.4,-6.3
COc1ccccc1OCc1nc(-c2ccc([N+](=O)[O-])cc2)no1,-23.2,-15.4,1.9,-32.8,1.9,4.5,2.6,7.9,3.7
CC1(C)Oc2ccc(C(=O)NC3CC3)cc2N(CC(=O)N2CCOCC2)C1=O,-12.9,-0.7,-0.5,6.9,-1.6,-1.0,7.9,-3.3,-13.2
C=CCNC(=O)c1onc(CSc2ccccc2CC)c1C(=O)O,7.6,-2.1,-1.3,-0.6,2.6,-1.1,-25.7,5.5,-2.3
Nc1nc(-c2cc(O)ccc2[N+](=O)[O-])cc(-c2ccccc2)c1[N+](=O)[O-],-37.4,0.6,310.7*,-98.4,-3.7,36.4,64.7*,17.9,-25.9
COc1ccc(Nc2nc(NCCN3CCOCC3)nc(Nc3ccc(OC)cc3)n2)cc1,5.3,-22.5,-0.8,26.1,-9.6,1.1,16.5,1.8,4.6
Cc1cc(OCC(=O)Nc2ccc(N3CCN(C)CC3)cc2)ccc1Cl,-17.0,-8.3,-5.2,1.0,-57.8,4.4,-5.1,-10.2,-5.4
CCCCc1cc(=O)oc2cc(OCc3cc(OC)c(OC)c(OC)c3)c(Cl)cc12,2.9,-7.0,0.0,2.8,6.8,-1.8,36.7,7.3,-2.6
COc1ccc(-c2nc3ccccc3o2)cc1OC,-84.9,4.6,-1.3,-25.5,-69.7,3.9,3.9,10.2,10.3
COc1cc2c(cc1OC)CN(C(=O)c1cc(S(=O)(=O)N3CCOCC3)c(Cl)cc1Cl)CC2,-20.5,-4.8,-4.4,30.7,6.6,1.3,-1.7,-2.1,8.6
CN(CCc1ccccc1)C(=O)c1ccc(NC(=O)Cc2ccc(NC(=O)C3CCCN(S(=O)(=O)c4cccc([N+](=O)[O-])c4)C3)cc2)cc1 (configuration not stated),/,-3.5,/,-4.6,/,/,/,10.4,-10.5
Cc1cc(NC(=O)CCC(=O)N(CC(=O)NCC2CCCO2)c2ccccc2)no1 (configuration not stated),10.2,1.7,-1.7,-24.6,17.9,-1.6,15.2,7.1,-19.2

# In a second layout: entries from further up
SMILES: O=C(COC(=O)C1CC1)Nc1ccc(OC(F)F)cc1
  697 NFkB inh: 21.6; CXCR6 block: 5.9; UPR XBP1 act: -1.8; Gli-Sufu block: 5.8; Jurkat NFkB inh: 7.3; UPR CHOP act: 2.4; Mdm2 MdmX PPI: 19.5; CCR6 antagonist: 7.0; EBI2 block: -9.6
SMILES: COc1cc2c(cc1OC)CN(C(=O)c1cc(S(=O)(=O)N3CCOCC3)c(Cl)cc1Cl)CC2
  697 NFkB inh: -20.5; CXCR6 block: -4.8; UPR XBP1 act: -4.4; Gli-Sufu block: 30.7; Jurkat NFkB inh: 6.6; UPR CHOP act: 1.3; Mdm2 MdmX PPI: -1.7; CCR6 antagonist: -2.1; EBI2 block: 8.6
SMILES: COc1ccc(Nc2nc(NCCN3CCOCC3)nc(Nc3ccc(OC)cc3)n2)cc1
  697 NFkB inh: 5.3; CXCR6 block: -22.5; UPR XBP1 act: -0.8; Gli-Sufu block: 26.1; Jurkat NFkB inh: -9.6; UPR CHOP act: 1.1; Mdm2 MdmX PPI: 16.5; CCR6 antagonist: 1.8; EBI2 block: 4.6

# Some of the entries so far, with tabs:
mol	697 NFkB inh	CXCR6 block	UPR XBP1 act	Gli-Sufu block	Jurkat NFkB inh	UPR CHOP act	Mdm2 MdmX PPI	CCR6 antagonist	EBI2 block
CCC(C)NC(=O)C1CCN(c2nc(OC)nc(OC)n2)CC1 (configuration not stated)	5.7	-3.2	4.6	-0.5	10.1	2.4	27.1	21.3	-8.2
COc1ccc(Nc2nc(NCCN3CCOCC3)nc(Nc3ccc(OC)cc3)n2)cc1	5.3	-22.5	-0.8	26.1	-9.6	1.1	16.5	1.8	4.6

# Sorted by value in EBI2 block (falling): three of the compounds above.
molecule	EBI2 block
COc1ccccc1OCc1nc(-c2ccc([N+](=O)[O-])cc2)no1	3.7
C=CCNC(=O)c1onc(CSc2ccccc2CC)c1C(=O)O	-2.3
CSc1ccc(OC2CCCCC2NS(=O)(=O)c2ccccc2)cc1 (configuration not stated)	-10.3

# Rows are unselected; any-hit rate near 5%.
